Screening results from PubChem.
D2 ag = D2 dopamine receptor (human) agonism; P14416; activation, % at 2 µM; HEK293 T-REx D2 cells, calcium flux agonist mode; 340,000 tested, 0.53% active;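 active = activation over 3 SD above normal in the single-dose calcium agonist read, cut at about 30% in these data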; also: 0% is about no effect
Target sequence (P14416 whole entry, looked up): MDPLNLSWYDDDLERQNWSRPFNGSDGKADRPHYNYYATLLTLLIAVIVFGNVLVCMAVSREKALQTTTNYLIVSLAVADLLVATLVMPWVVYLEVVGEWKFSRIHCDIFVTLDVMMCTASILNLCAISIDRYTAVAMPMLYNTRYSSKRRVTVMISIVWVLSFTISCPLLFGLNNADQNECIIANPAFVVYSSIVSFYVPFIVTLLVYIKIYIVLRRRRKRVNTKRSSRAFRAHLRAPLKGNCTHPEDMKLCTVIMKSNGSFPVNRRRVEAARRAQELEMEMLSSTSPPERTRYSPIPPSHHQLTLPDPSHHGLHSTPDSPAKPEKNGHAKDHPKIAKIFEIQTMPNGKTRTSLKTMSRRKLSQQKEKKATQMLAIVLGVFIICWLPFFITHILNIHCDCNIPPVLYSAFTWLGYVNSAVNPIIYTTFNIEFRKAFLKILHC
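HEK293 Trex D2 cells, tetracycline-induced, o/n 30 C 5% CO2; no-wash Ca dye, RT 30–90 min; 10-cycle baseline, 23 nl cpd added, kinetic Ca read 180 s; agonist hits = positive Ca response.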
RXFP1 agonist = agonists of human relaxin receptor RXFP1. Potency, µM (doses to about 57.5 µM), for the others: at the highest dose activation, usual class: activators. HEK293T-RXFP1 cAMP TR-FRET, 30 min; response scale: percent of porcine relaxin response, buffer zero. 370,000 tested, 0.3% active. Q9HBX9; active = well fitted activation curve with a large enough effect; inconclusive = small, poorly fitted or top-dose-only effect; also: potency is read from the fitted curve at half-maximal effect; % is scaled to controls: 0 for no effect and ±100 for the full control effect; nearly all actives have a fitted effect of over 60% in size; many of its hits are not listed in these tables
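HEK293 cells stably expressing RXFP1, treated 30 min at 37C with compounds plus PDE4 inhibitor Ro 20174; cAMP measured by HTRF TR-FRET. Normalized to buffer and 29 nM porcine relaxin; EC50 by Hill fit.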
D1 agonist = activates the human D1 dopamine receptor; 360,000 tested, 1% active; activation, % at 2 µM; P21728; AID 504660; HEK293 T-REx D1 cells, calcium flux, agonist mode; in the data active = activation above about 30%; also: 0% is about no effect
Target sequence (P21728 whole entry, looked up): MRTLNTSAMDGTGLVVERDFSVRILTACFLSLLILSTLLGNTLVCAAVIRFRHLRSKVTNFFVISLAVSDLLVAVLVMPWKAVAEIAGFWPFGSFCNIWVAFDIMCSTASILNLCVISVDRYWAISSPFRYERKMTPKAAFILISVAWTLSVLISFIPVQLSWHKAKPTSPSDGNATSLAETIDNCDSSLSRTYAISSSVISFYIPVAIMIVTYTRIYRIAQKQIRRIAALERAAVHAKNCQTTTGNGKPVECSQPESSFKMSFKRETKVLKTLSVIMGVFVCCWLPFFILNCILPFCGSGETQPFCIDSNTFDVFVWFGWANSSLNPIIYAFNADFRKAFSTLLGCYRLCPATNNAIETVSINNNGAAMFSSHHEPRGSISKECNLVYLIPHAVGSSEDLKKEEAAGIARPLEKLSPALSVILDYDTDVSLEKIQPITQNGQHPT
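Inducible HEK293 T-REx D1 cells, force-coupled to calcium signalling, were plated at 4000 cells/well with tetracycline and held overnight at 30 C. After no-wash calcium dye loading, compound-evoked calcium rise over 180 s flagged agonists.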
RXFP1 antagonist = blocks the human relaxin receptor RXFP1. HEK293-RXFP1, relaxin-stimulated cAMP HTRF, 30 min; stronger effect = lower value. activity change, negative = inhibition, % at 57.5 µM. 350,000 tested, 0.59% active. AID 1259400;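 active = activity change of -60% or lower, but not beyond a set lower limit; inconclusive = change between -60% and -40%, or beyond the set limit; inactive = change above -40%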; also: % is scaled to controls: 0 for no effect and ±100 for the full control effect
D1 PAM = potentiators of human D1 dopamine receptor | potentiation, % at 10 µM | P21728 | AID 504651 | 360,000 tested, 0.036% active | HEK293 TREx D1 cells, calcium flux, dopamine EC20 potentiation; in the data active = potentiation above about 30%; also: 0% is about no effect
D1 antagonist = antagonists of human D1 dopamine receptor; P21728; HEK293 TREx D1 cells, calcium flux, dopamine EC80; stronger effect = lower value; activity change, negative = inhibition, % at 10 µM; 360,000 tested, 3.2% active; in the data active = activity change below about -30%; also: % is scaled to controls: 0 for no effect and ±100 for the full control effect
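Compound effects on dopamine-evoked calcium signalling were measured in tetracycline-induced HEK293 Trex D1 cells. Dopamine at EC80 followed a 180 s compound pre-read, and fluorescence was tracked kinetically for 180 s more.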
D2 potentiator = positive allosteric modulators of human D2 dopamine receptor | HEK293 T-REx D2, calcium flux, EC20 dopamine potentiation | potentiation, % at 10 µM | 340,000 tested, 0.34% active | AID 485347;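 active = potentiation over 3 SD above the plate norm, cut at about 30% in these data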; also: 0% is about no effect
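Cells plated with tetracycline inducer and held overnight at 30 C; calcium dye loaded 30–90 min at room temperature; baseline taken, compound added and read 180 s; EC20 dopamine then added and read 180 s.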
D2 antagonist = antagonists of human D2 dopamine receptor. HEK293 TREx D2 cells, calcium flux, dopamine EC80. 340,000 tested, 2% active. P14416. inhibition, % at 10 µM; in the data active = inhibition above about 30%; also: 0% is about no effect
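Overnight-induced (tetracycline, 30 C) HEK293 T-REx cells carrying force-coupled D2 receive a no-wash calcium dye, then compound, then EC80 dopamine at 180 s; signals are read kinetically throughout.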
TRHR enhancer = allosteric enhancers of human TRH receptor; TRHR cells, fluo-8 calcium fluorescence, EC20 TRH enhancement; enhancement, % at 2 µM; 360,000 tested, 0.66% active; AID 493056; in the data active = enhancement above about 30%; also: 0% is about no effect
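TRHR-expressing cells loaded with fluo-8 calcium dye were read kinetically (ex 480/em 530) during compound addition, then stimulated with an EC20 of TRH (10 nM final). Enhancement of the Gq-mediated intracellular calcium response was scored.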
An asterisk follows results filed as active; ? = inconclusive; · = not tested or not shown; & = joins results of further samples. These rows are one share of the data; the hit share may differ from the screen's.

SMILES	D2 ag	RXFP1 agonist	D1 agonist	RXFP1 antagonist	D1 PAM	D1 antagonist	D2 potentiator	D2 antagonist	TRHR enhancer
O=C(NCc1cccc(C(F)(F)F)c1)C1CC(c2ccccc2C(F)(F)F)=NO1 (configuration not stated)	0.3	-0.9%	6	·	-3	-3	5	-7	-5
COCCCNC(=S)NNC(=O)c1cc(-c2cccnc2)nc2ccccc12	0.5	2.4%	1	-4	-1	12	2	1	1
COc1ccc(S(=O)(=O)N2CCCCCC2)cc1C(=O)N(C)CC(=O)Nc1ccc(Cl)c(Cl)c1	-0.2	0.6%	8	8	6	9	-7	-12	-4
COc1ccccc1NC(=O)Nc1nc(C(C)(C)C)cs1	-0.1	-0.7%	3	-32	6	13	-18	35*	-11
COCCNC(=O)CSc1ccc(-c2nc3ccccc3[nH]2)cn1	0.7	0.2%	-2	-4	-6	-11	-3	-4	-3
O=C1c2cc(Cl)ccc2OC2(CCNCC2)C12CC(c1ccc(Cl)cc1)=NO2 (configuration not stated)	-0.7	-4.5%	7	·	3	19	0	1	18
CCC(C)NC(=O)Cn1c(=O)n(-c2ccc(C)c(C)c2)c(=O)c2c3c(sc21)CCCCC3 (configuration not stated)	-0.4	2.6%	3	·	1	14	1	·	2
NNc1nc(C(F)(F)F)nc2ccccc12	0.5	3.3%	17	-10	-1	-6	19	5	-7
COC(=O)CN(c1nc(C)c(Cl)c(OC)n1)S(=O)(=O)c1ccc(C)cc1	-1.6	0.8%	3	-12	0	0	4	2	3
O=C(c1cc(=O)c2cc(Cl)ccc2o1)N1CCN(Cc2ccccc2)CC1	·	3.5%	0	-8	0	-1	·	·	-1
COc1ccc(CC(=O)N(C)C2CCCCC2)cc1S(=O)(=O)N1CCOCC1	1.0	-0.5%	2	-5	2	-7	-6	-18	-7
COc1ccc(Cn2c(C3CCCCC3)nc3c(c(=O)c4ccccc4n3C)c2=O)cc1	4.7	6.0%	42*	9	15	19	-3	42*	-2

In a second layout: results already given.
Every second line gives: D2 ag, RXFP1 agonist, D1 agonist, RXFP1 antagonist, D1 PAM, D1 antagonist, D2 potentiator, D2 antagonist, TRHR enhancer
> COc1ccc(CC(=O)N(C)C2CCCCC2)cc1S(=O)(=O)N1CCOCC1
    1.0, -0.5%, 2, -5, 2, -7, -6, -18, -7
> COc1ccc(Cn2c(C3CCCCC3)nc3c(c(=O)c4ccccc4n3C)c2=O)cc1
    4.7, 6.0%, 42*, 9, 15, 19, -3, 42*, -2

(continued)
SMILES	D2 ag	RXFP1 agonist	D1 agonist	RXFP1 antagonist	D1 PAM	D1 antagonist	D2 potentiator	D2 antagonist	TRHR enhancer
CC1CCCCC1NC(=O)CSc1nnc(COc2ccc(Cl)cc2)o1 (configuration not stated)	-0.5	3.2%	6	-23	4	5	1	-9	-1
CCOC(=O)c1sc(NC(=O)CSc2nc(-c3ccco3)cc(C(F)(F)F)n2)c(C#N)c1C	0.4	-1.1%	4	-4	-3	4	·	0	0
CC1=CC(C)[C@@H]2COC(c3ccc(O)cc3)[C@H]1C2C (some centres not stated)	1.4	-5.4%	0	13	0	10	15	-1	2
Cc1csc(SCC(=O)N(c2ccccc2)C(C)C)n1	-1.1	-1.6%	-1	0	4	-6	18	-1	0
O=C(NCC(=O)N1CCN(Cc2c(F)cccc2Cl)CC1)c1cccc(Cl)c1	0.2	-1.7%	5	-5	-1	-8	-1	-7	-3
COc1ccccc1-c1nnc(SCC(=O)Nc2ccc(S(N)(=O)=O)cc2)n1N	-0.2	4.9%	1	0	1	7	-2	-9	3
CCCCN(CC)S(=O)(=O)c1ccc2c(c1)CCCN2C(C)=O	-0.5	-1.2%	8	4	-2	-4	-7	0	-2
CCCCCCOc1ccc(N2C(=O)CC(N(CCc3ccc(S(N)(=O)=O)cc3)C(C)=O)C2=O)cc1 (configuration not stated)	0.5	-2.3%	2	-14	-3	-19	3	-12	5
CC(C)(C)n1nnnc1C(c1cccnc1)N1CCN(c2ccccc2F)CC1 (configuration not stated)	0.2	1.3%	7	2	0	1	2	16	12
O=C(c1ccc2nc(Cc3cccc(Cl)c3)oc2c1)N1CCC(O)CC1	0.7	-0.1%	1	-3	1	-3	1	-9	1
O=C(N[C@H]1CCC(=O)N([C@H](CSc2ccccc2)Cc2ccccc2)CC1)OCc1ccccc1	1.2	0.1%	14	·	-2	4	1	19	1
CC1CCCCN1C(=O)c1ccc2c(c1)N(Cc1ccc(Cl)cc1)C(=O)c1ccccc1S2=O (configuration not stated)	0.9	0.6%	4	·	5	13	-7	·	-9

Sorted by the number under TRHR enhancer (lowest first): 3 of the compounds above
structure,TRHR enhancer
CC1CCCCN1C(=O)c1ccc2c(c1)N(Cc1ccc(Cl)cc1)C(=O)c1ccccc1S2=O (configuration not stated),-9
CCCCN(CC)S(=O)(=O)c1ccc2c(c1)CCCN2C(C)=O,-2
O=C(N[C@H]1CCC(=O)N([C@H](CSc2ccccc2)Cc2ccccc2)CC1)OCc1ccccc1,1

Further structures
SMILES	D2 ag	RXFP1 agonist	D1 agonist	RXFP1 antagonist	D1 PAM	D1 antagonist	D2 potentiator	D2 antagonist	TRHR enhancer
COc1ccccc1CNC(=O)C1CCN(c2nn3c(=O)cc(C)nc3s2)CC1	1.1	8.1%	2	·	-2	-2	0	·	-1
CCOc1ccc(N2CC(C(=O)Nc3c(C)n(C)n(-c4ccccc4)c3=O)CC2=O)cc1 (configuration not stated)	1.8	-0.1%	3	-4	-1	7	0	5	8
O=C(C1CCCCN1S(=O)(=O)c1ccccc1)N1CCN(Cc2ccccc2)CC1 (configuration not stated)	-0.8	0.7%	0	-4	-5	6	-7	-1	0
COc1ccccc1CNCC(=O)Nc1ccc(C(F)(F)F)cc1	-0.1	5.7%	2	0	-2	8	2	11	3
CC12CCC(=O)N1C(C(=O)OCC(=O)Nc1ccc(C(F)(F)F)cc1)CS2 (configuration not stated)	0.6	2.3%	3	-2	0	-4	-3	6	4
CC(=O)c1ccc(NC(=O)c2cc(S(=O)(=O)N3CCOCC3)ccc2C)cc1	0.4&-0.5	-1.7%&-2.1%	2&-1	0&-6	-5&-3	6&-4	4&8	14	-1&-4
N#C/C(=C/c1ccc(N2CCCC2)c([N+](=O)[O-])c1)c1nc2ccccc2[nH]1	0.4	0.1%	1	-21	-4	-23	-6	-7	1
CC(C)CCOCC(O)CCC(=O)NNC(=S)Nc1ccccc1 (configuration not stated)	-0.4	0.7%	1	-2	-2	4	-3	-10	5
Cn1nc(C(F)(F)F)c2cc(NC(=O)OCc3ccc(C(C)(C)C)cc3)sc21	-0.6	1.6%	1	0	-1	-4	-12	-19	-14
CCNc1nc(NCC)nc(SCCOC(=O)Nc2ccc(Cl)cc2Cl)n1	-1.5	-0.3%	4	-12	-3	6	27	5	3
Cc1ccc2c(=O)c(C(=O)c3cccc(Cl)c3)cn(CC(=O)NC3CCCCC3)c2n1	·	?	3	-3	-4	0	5	·	8
Cc1ccc(S(=O)(=O)NC(c2ccccc2)C(C)C(=O)n2nc(C)cc2C)cc1 (configuration not stated)	0.9	2.5%	4	-7	-6	-12	7	-12	4
O=C(Nc1ccc(O)c(-c2nc3ccccc3o2)c1)c1cccs1	-0.9	4.0%	0	·	-4	-4	-4	·	0
CCc1cccc(NC(=O)Cn2c(=O)n(-c3ccccc3C)c(=O)c3c2c2cc(C)ccc2n3C)c1	0.9	5.4%	3	·	-1	15	-2	·	0
Fc1ccc(Oc2cc(N3CCOCC3)nc(-c3ccccc3)n2)c(F)c1	0.7	1.4%	11	-6	-3	9	-4	12	-2
O=C(Nc1ccc(C(=O)OC2CCCCC2)cc1)c1ccncc1	-0.3	-1.2%	11	-27	1	5	-2	13	12
CCN(CC)c1ccc(NS(=O)(=O)c2ccc(-c3coc(C)n3)cc2)c(C)c1	-0.5	-1.0%	0	·	-6	-34*	10	·	-5
CC1CC(C)CN(CCCNC(=O)c2ccc3nc(N4CCCCC4)sc3c2)C1 (configuration not stated)	-1.2	-2.8%	1	·	1	7	0	-4	-2
CCOC(=O)N1CCN(C(=O)c2ccc([N+](=O)[O-])cc2Cl)CC1	1.6	1.0%	10	2	-5	10	-1	0	-4
O=C(Nc1ccc(S(=O)(=O)NCC2CCCO2)cc1)c1ccc(Cl)cc1[N+](=O)[O-] (configuration not stated)	0.3	3.4%	1	-34	11	-9	-7	13	-6
CC(C)CC1=NN(C(=O)c2cccnc2)C(O)(C(F)(F)F)C1 (configuration not stated)	0.7	0.2%	1	-2	-4	4	5	3	-6
CCOc1ccc2nc(N3CCCCCC3)sc2c1	-0.7	-0.1%	2	-5	-4	7	0	-7	0
CCN1C=C(Cc2ccc(F)cc2)C2=C(C1)C(c1ccc(F)cc1)C(C#N)=C(N)O2 (configuration not stated)	-0.3	2.6%	2	-6	-6	-55*	-1	2	0
COc1cccc(NC(=O)C(=O)c2cn(CC(=O)N3CCCC3)c3ccccc23)c1	-0.4	2.8%	0	37	-2	-3	-14	3	-1
C#CCNC(=O)C1=C[C@H](c2cn(C(C)=O)c3ccccc23)[C@@H](CCCO)[C@H](OCC)O1	0.0	1.4%	-4	·	-1	-15	-1	-13	-3
COc1ccc(CCNC(=O)COC(=O)Cn2cnc3ccccc32)cc1OC	0.0	-1.0%	-1	-7	1	0	2	-1	2
COc1ccc(Cl)cc1NC(=O)c1cc(S(=O)(=O)N2CCc3ccccc32)cn1C	4.1	0.0%	0	-10	-2	9	-2	·	2
CCOC(=O)COc1ccsc1C(=O)OC	0.5	0.5%	1	-4	-4	19	13	8	3
CCOc1ccccc1NC(=O)c1cc2ccccc2oc1=O	1.3	1.5%	2	4	-2	6	13	2	10
COc1cc(OC)cc(-n2nc(C(=O)NCCCN3CCOCC3)c3ccccc3c2=O)c1	-0.4	-0.1%	1	-16	-1	-8	-11	7	0
CC1CCN(C(=O)CCS(=O)(=O)c2cc3c(cc2Cl)NC(=O)CO3)CC1	-0.4&-0.9	1.0%&25%	3&6	-7	-6&-4	11&4	0&8	16	-13&8
O=C(NC1CC2CCCC(C1)N2Cc1ccco1)NC12CC3CC(CC(C3)C1)C2 (configuration not stated)	·	-0.8%	1	-2	-4	15	·	·	10
CCn1ccc2cc(S(=O)(=O)N3CCCN(C(=O)Nc4cccc(Cl)c4)CC3)ccc21	·	2.3%	3	·	1	-2	14	·	-2
CCCCCN1C(C(=O)c2ccccc2)=C(NC(C)=O)c2ccccc2S1(=O)=O	1.0	1.1%	2	-14	-3	-19	3	·	-10
Cc1ccc(-n2nc3c(N4CCC(C(=O)NCCC(C)C)CC4)nnc(C)c3c2C)cc1	-0.4	17%	1	2	1	-11	4	·	2
Cc1ccc(S(=O)(=O)N(C)C)cc1N	1.3	3.7%	4	14	2	-1	5	-5	18
O=C(CS(=O)(=O)Cc1ccccc1)Nc1ccc(S(=O)(=O)N2CCOCC2)cc1	1.5	-0.2%	-1	4	-7	14	5	3	-1
CCN(Cc1ccccc1)C(=O)c1cc(S(=O)(=O)N2CCOCC2)ccc1N1CCCC1	-0.5	-0.1%	2	-8	-4	-21	10	-6	-13
